Screening results as filed in PubChem BioAssay.
MBD2 DNA inh – inhibitors of MBD2 binding to methylated DNA, primary screen, biochemical, TR-FRET, DNA-binding domain, human; 0.31% of 370,000 active; Methyl-CpG-binding domain protein 2 (Homo sapiens), Q9UBB5; MBD2 binding to methylated oligonucleotide; inhibition, % at 4.4 µM; in the data active means inhibition above about 13%
Target sequence (Q9UBB5 whole entry, looked up, the tested form may be a part): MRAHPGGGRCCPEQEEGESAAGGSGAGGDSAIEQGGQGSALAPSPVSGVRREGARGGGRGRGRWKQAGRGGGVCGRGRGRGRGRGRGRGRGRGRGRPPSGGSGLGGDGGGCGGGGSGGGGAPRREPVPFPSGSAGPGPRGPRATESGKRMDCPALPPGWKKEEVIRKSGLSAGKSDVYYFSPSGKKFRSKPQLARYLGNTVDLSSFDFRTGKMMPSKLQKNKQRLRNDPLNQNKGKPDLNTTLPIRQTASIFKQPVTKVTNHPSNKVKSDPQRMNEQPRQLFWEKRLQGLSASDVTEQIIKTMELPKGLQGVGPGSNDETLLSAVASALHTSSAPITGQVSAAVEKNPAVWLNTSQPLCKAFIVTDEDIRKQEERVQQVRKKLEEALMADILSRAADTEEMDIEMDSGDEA
TCR CD3 inh – inhibitors of human TCR-CD3 interaction, primary screen, biochemical, fluorescence, TAMRA-labeled TCR probe. AID 651800, 2012. T-cell receptor (TCR). inhibition, % at 9.4 µM. 0.37% of 360,000 active; in the data active means inhibition above about 19%;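 further: recombinant mutant TCR 2C K166C tagged with TAMRA read by polarization; 0% = receptor in buffer alone and 100% = receptor with positive control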
TDP2 inh – human TDP2 enzyme inhibitors, primary screen, biochemical, epi absorbance, recombinant enzyme; T5PNP hydrolysis, p-nitrophenol absorbance 415 nm; inhibition, % at 12.8 µM; 0.34% of 370,000 active; AID 720702, 2013;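 active means inhibition above the mean of all tested compounds plus 3 SD, set per campaign, cut at about 25% in these data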;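 further: 0% = DMSO with enzyme and 100% = buffer with substrate but no TDP2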
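Test system: Human TDP2 enzyme | Reagent: 5 mM T5PNP | Compound dosing: 12.8 µM single point, 1% DMSO | Incubation: Enzyme reaction with compound for 2 h at 37 °C | Technique: p-Nitrophenol epi absorbance | Read-out: % inhibition relative to enzyme-containing and enzyme-free wells | Benchmarks: High control without enzyme, low control DMSO plus TDP2 | Replicates: Singlicate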
UHRF1 MBD2 ctr – UHRF1 methylated DNA binding inhibitors, primary screen, counter-screen for MBD2 inhibitor project, biochemical, TR-FRET, human UHRF1, single concentration; E3 ubiquitin-protein ligase UHRF1 (Homo sapiens), Q96T88; UHRF1 binding to methylated oligo; inhibition, % at 4.4 µM; 0.75% of 370,000 active; AID 687016, 2013; in the data active means inhibition above about 21%;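 further: UHRF1 SRA domain binding a hemimethylated CpG hairpin DNA probe; 0% = median of test compound wells and 100% = reference inhibitor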
LEDGF integ inh – blockers of LEDGF/p75-dependent integrase strand transfer – biochemical, TR-FRET, high throughput, primary screen; HIV-1 integrase (with human LEDGF/p75); inhibition, % at 3.7 µM; TR-FRET IN-LEDGF/p75 DNA integration, Eu/Cy5; 0.64% of 370,000 active;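 active means inhibition above the screen-wide mean plus 3 SD, cut at about 13% in these data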;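 further: signal is the Cy5 over europium emission ratio at 671 and 618 nm; 0% = plate median of compound wells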
DDE Tn7 FP inh – inhibitors of Tn7 peptide binding to fibrin DD(E), primary screen, biochemical, fluorescence polarization, human fibrin, Tn7 probe; Fibrinogen beta chain (Homo sapiens), P02675; FP displacement of FITC-Tn7 peptide from fibrin DD(E); 0% = median of compound wells per plate; inhibition, % at 8.3 µM; 0.13% of 370,000 active; AID 720508, 2013;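 active means inhibition above the mean of compounds falling within the control limits plus 3 SD of them, cut at about 14% in these data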;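 further: 0% = plate median of compound wells and 100% = 10 µM Aha-Tn7 peptide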
Target sequence (P02675 whole entry, looked up): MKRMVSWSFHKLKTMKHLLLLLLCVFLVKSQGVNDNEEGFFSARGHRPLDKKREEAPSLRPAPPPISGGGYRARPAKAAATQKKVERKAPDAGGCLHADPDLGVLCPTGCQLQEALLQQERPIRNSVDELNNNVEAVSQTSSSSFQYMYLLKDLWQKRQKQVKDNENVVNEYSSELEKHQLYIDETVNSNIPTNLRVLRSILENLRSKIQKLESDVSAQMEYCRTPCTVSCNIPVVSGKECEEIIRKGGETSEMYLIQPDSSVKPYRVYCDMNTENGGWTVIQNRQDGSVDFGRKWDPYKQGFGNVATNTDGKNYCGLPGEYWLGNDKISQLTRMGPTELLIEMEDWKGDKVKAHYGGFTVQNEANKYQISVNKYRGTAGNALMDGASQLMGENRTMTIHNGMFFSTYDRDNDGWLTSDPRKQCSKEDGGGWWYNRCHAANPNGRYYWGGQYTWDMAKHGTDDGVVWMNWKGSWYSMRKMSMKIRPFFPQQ
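Assay system: Human fibrin DD(E) protein | Medium: Tris buffer with calcium and detergent, pH 7.8 | Reagent: 0.1 µM fluorescent Tn7 | Compound dosing: Single point at 8.3 µM | Times: 10 min preincubation, 3 h with tracer, room temperature | Detection: Fluorescence polarization of the labelled Tn7 tracer | Controls: Aha-Tn7 high control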
SIAE primary – human SIAE inhibitors, primary screen, biochemical, fluorescence polarization, FP-Rh probe, 1536-well HTS; SIAE FP-Rh probe binding; inhibition, % at 9.66 µM; 0.69% of 370,000 active; AID 1053197, 2014;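 active means inhibition above a cutoff: mean of compounds within the control limits plus 3 SD of those, cut at about 17% in these data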;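 further: 0% = plate median of compound wells and 100% = probe without SIAE protein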
proKLK7 act – proKLK7 zymogen activators, primary screen, biochemical, fluorescence intensity; AID 652039, 2013; 0.9% of 370,000 active; Kallikrein-7 (Homo sapiens), P49862; purified proKLK7, EDANS-DABCYL substrate fluorescence; 100% is mature enzyme control, 0% vehicle; activation, % at 7 µM;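 active means activation above the mean of all tested compounds plus 3 SD, computed per campaign excluding outliers beyond control limits, cut at about 13% in these data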
PRMT1 FP inh – PRMT1 methyltransferase inhibitors, primary screen, biochemical, fluorescence polarization | 1.3% of 370,000 active | Protein arginine N-methyltransferase 1 (Homo sapiens), Q99873 | recombinant PRMT1, activity-based probe fluorescence polarization | inhibition, % at 2.79 µM;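 active means inhibition above about 21% made by adding two undisclosed values, limit read from the data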
Tn6 DDE FP – inhibitors of Tn6 peptide binding to fibrin DD(E), primary screen, biochemical, fluorescence polarization, human fibrin, Tn6 probe | inhibition, % at 8.3 µM | Fibrinogen beta chain (Homo sapiens), P02675 | Fibrin DD(E) TRITC-Tn6 fluorescence polarization displacement | 0.21% of 370,000 active | AID 720509, 2013;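 active means inhibition above a per-campaign cutoff: mean of compounds within control limits plus 3 SD, cut at about 15% in these data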;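 further: 0% = median of all compound wells on the plate and 100% = blocking peptide control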
Starred values were filed as active, the others as inactive; nt = not tested or not shown.

SMILES	MBD2 DNA inh	TCR CD3 inh	TDP2 inh	UHRF1 MBD2 ctr	LEDGF integ inh	DDE Tn7 FP inh	SIAE primary	proKLK7 act	PRMT1 FP inh	Tn6 DDE FP
COc1cccc(NC(=O)c2ccc3nc(C)c(N(C)Cc4ccc(NC(C)=O)cc4)n3c2)c1	9.3	-2.6	-0.2	0.2	7.4	-7.9	3.1	-0.3	1.6	2.7
COc1ccc(C(CNC(=O)c2ccc(C)c(S(=O)(=O)N3CCCCC3)c2)N(C)C)cc1OC (configuration not stated)	0.9	3.9	13.5	-0.6	1.8	4.5	-0.4	-0.2	-5.7	-5.1
Cc1nn(-c2ccccc2)c(C)c1NC(=O)COC(=O)c1ccc(Cl)c(N)c1	1.6	3.4	0.3	1.0	3.5	-0.7	2.2	-0.4	4.7	-3.0
CC(=O)N1CCC(N(CCCOC(C)C)C(=O)Nc2ccc(C)c(C)c2)CC1	-0.9	2.9	0.3	-1.7	-3.0	2.4	12.7	0.0	-1.2	0.3
CCN=C1Cn2c(nc3scc(-c4ccccc4)c3c2=O)CN1CC	-0.4	5.3	9.0	-3.3	-0.7	-0.7	0.0	4.6	1.1	0.6
CCCC1=NCCn2cccc21	-6.3	2.2	6.9	-0.7	-0.1	-7.2	1.3	0.3	-0.6	4.4
CC(c1ccccc1C(O)(c1ccccc1)c1ccccc1)N(C)C (configuration not stated)	1.3	0.8	-3.0	3.4	4.3	-11.5	1.6	-1.0	-3.0	-1.1
Nc1c2c(nc3sc4c(c13)CCCC4)-c1ccccc1CC2	-1.6	1.3	4.4	3.6	-2.6	-0.5	5.2	-0.5	2.0	-4.7
CCOc1ccccc1N1CCN(C(=O)c2ccc3nc(N)sc3c2)CC1	-5.1	3.4	8.2	1.1	0.1	-1.3	2.5	0.0	-4.0	3.6
N#C/C(=C\c1ccc(Cl)cc1)c1nc2ccccc2o1	-0.9	3.3	-13.3	2.6	1.0	-9.8	-5.5	-3.0	0.9	4.1
CCC(=O)Nc1ccc2c(c1)ncn2-c1ccc(OC)cc1	-1.3	0.8	12.1	1.1	-2.4	-1.5	-3.7	-0.5	0.7	-4.4
CCCCC1OC23CCCCC2C(C#N)(C(=N)O3)C1(C#N)C#N (configuration not stated)	-4.5	10.0	1.1	-6.2	0.4	1.1	12.1	11.4	2.4	3.6
Cc1ccc(Oc2c(C=O)c3ccccc3n2C)cc1	-3.1	-1.7	1.4	-0.6	-4.5	2.9	-5.6	-0.4	-1.0	-3.4
CN1C(=O)C(O)(C2COC(C)(C)CC2=O)c2ccccc21 (configuration not stated)	0.0	2.7	5.0	-1.5	-0.8	-4.2	0.5	0.3	-0.1	-0.3
Cc1ccc(NC(=O)NC2=N/C(=C(/C#N)C(=O)N3CCCC3)c3ccccc32)cc1	4.5	-5.0	-6.4	0.6	-2.8	1.8	-4.9	0.4	5.4	-5.1
O=C1Nc2ccc(Br)cc2C12OCCO2	-0.3	1.6	-7.4	-0.9	1.3	-6.5	-4.5	0.4	-4.3	1.6
COC(=O)C(CCSC)NC(=O)C12CC3CC(CC(C3)C1)C2 (configuration not stated)	-3.7	1.0	-2.9	-1.5	-4.4	1.5	3.6	0.1	2.1	-0.7
S=C(NCCc1ccccc1)Nc1ccc(Br)cn1	7.2	-5.3	-12.8	0.4	1.4	4.8	11.3	-0.7	3.8	4.2
COCCCn1c(=O)c2ccccc2n2c(=S)[nH]nc12	2.3	5.3	1.0	2.3	-0.9	3.5	-0.6	0.1	-0.6	4.0
COc1ccc(NC(=O)N(C)C[C@@H]2Oc3ccc(NC(=O)NC(C)C)cc3CC(=O)N([C@H](C)CO)C[C@@H]2C)cc1	-3.3	1.3	7.6	-0.6	-4.3	-1.9	1.5	-0.2	-1.8	1.6
CCOC(=O)N1c2ccccc2Sc2ccccc21	2.4	7.1	1.9	3.6	0.0	5.6	-0.1	-0.5	-0.1	8.8
CCOc1cc(CNC2CCCC2)ccc1OCc1ccccc1Cl	4.4	0.3	-0.2	3.0	2.9	4.4	11.5	0.5	-1.3	8.0
COC(=O)[C@]12C[C@H](CC(=O)NCCCN3CCCC3=O)C(=O)N(Cc3ccccc3)C1=C[C@H](COCc1ccccc1)O[C@@H]2C	1.4	nt	-4.1	1.2	2.7	-4.7	-2.1	0.1	2.3	5.7
C[C@@H](C(=O)Nc1cc(C(F)(F)F)ccc1N1CCOCC1)N1C(=O)C2CC=CCC2C1=O (some centres not stated)	-0.3	4.0	7.0	5.1	3.8	2.2	4.6	-0.1	-4.0	-4.5
CCOC(=O)N1CCC(=NNC(=O)COc2ccc(OC)cc2)CC1	4.8	-7.7	3.4	-4.7	-1.3	-2.4	-0.6	-0.2	-1.6	-3.5
CC(=O)Nc1nc(CCC(C)C)cc2c1c(=O)oc1ccccc12	8.8	-6.3	-10.6	8.7	4.1	5.7	-4.2	-1.3	0.9	-6.3
Cc1nn(CC(O)COc2ccc3c(c2)CCC3)c(C)c1Br (configuration not stated)	3.1	8.8	0.3	-1.6	-2.6	-8.3	-0.3	-0.8	-0.2	-3.5
CC(C)(C)OC(=O)N1CCC(C(=O)Nc2cccc(C(=O)N3CCCCC3)c2)CC1	-1.7	4.2	-1.8	0.1	-1.4	-4.4	7.9	-0.1	1.3	-4.9
Cn1ccc2c(/C=C/c3ccc(F)cc3)cc3c(c21)C1CCC3O1 (configuration not stated)	-7.5	2.8	2.5	-7.6	1.5	-8.7	-3.4	-97.0	1.3	1.3
O=c1c2ccccc2nnn1CSc1nnc2ccccn12	0.8	0.3	4.0	0.7	-0.7	-2.4	-1.0	0.0	3.2	3.5
Cc1nc2c3ccccc3nc(NNC(=O)CCC(=O)NC3CCCC3)n2n1	1.2	1.9	0.4	-1.8	2.9	3.7	4.7	0.5	-1.6	0.4
COc1ccc(Nc2nc(-c3cccs3)cs2)cc1	1.3	-2.5	-3.3	-1.6	1.6	1.9	14.2	-0.1	2.4	8.6
CN(Cc1ccc(Cl)cc1)C(=O)COC(=O)CSc1ccc([N+](=O)[O-])cc1	4.1	-2.5	2.9	-0.5	-0.1	0.2	6.7	-0.3	7.4	3.1
CCOC(=O)N1CCN(C2CCCN(C(=O)c3ccccc3C(F)(F)F)C2)CC1 (configuration not stated)	5.0	3.3	2.4	-0.6	1.5	-1.7	4.5	0.2	-1.6	7.5
COc1ccccc1N(C(=O)c1snc(C(N)=O)c1N)C(C(=O)NC1CCCC1)c1ccc(N(C)C)cc1 (configuration not stated)	0.6	-1.5	1.0	0.6	0.1	1.2	-2.5	-0.1	-1.8	-0.6
COc1cc(NC(=O)Cn2cnc3c(nc4n3CCCCC4)c2=O)cc(OC)c1OC	3.0	1.7	-9.3	-2.7	0.8	0.3	8.0	0.1	-1.4	-3.2
CCC(=O)Nc1nonc1-c1nc2ccccc2n1Cc1cccc2ccccc12	-0.9	11.1	-1.2	-0.7	-2.8	-3.2	-13.7	-4.3	-2.9	-13.9
CC1CCCC(NC(=O)Cn2cc([N+](=O)[O-])ccc2=O)C1C (configuration not stated)	3.5	-1.0	5.4	11.4	-3.5	1.4	-2.2	0.0	0.2	2.4
CC(C)C[C@H](NC(=O)c1nc[nH]c1C(=O)NCC(=O)OC(C)(C)C)C(=O)OC(C)(C)C	-1.1	-5.9	-15.6	2.0	3.7	-0.3	6.0	0.0	3.9	-10.7
Cc1cccc(N2CCN(c3nc4nonc4nc3N3CCSCC3)CC2)n1	-3.0	-4.2	-5.6	-1.8	-1.7	3.7	-4.3	-0.4	-0.9	-1.9
CC1(C)CC(=O)C(C=NCCc2ccc(O)cc2)=C(O)C1	1.0	-2.9	3.6	2.7	-1.0	0.0	10.2	0.5	-1.4	5.6
CCOC(=O)NC(NC(=S)Nc1ccc(OCC)cc1)C(Cl)(Cl)Cl (configuration not stated)	0.4	-3.3	0.3	3.0	2.6	2.1	1.2	-0.7	0.2	0.0
COc1ccccc1OCC(=O)Nc1ccc(N2CCCCC2)cc1	-7.8	0.3	-5.7	-0.6	4.1	0.5	12.4	0.2	-0.1	-1.7
Cc1ccccc1-n1c(SCC(=O)c2c(N)n(C3CC3)c(=O)[nH]c2=O)nnc1N1CCOCC1	-4.4	-5.1	0.3	0.2	0.1	-4.8	-0.4	-0.1	-3.7	5.0
COc1ccc(CNC(=O)C2(CC3CC(c4ccccc4)=NO3)CCNCC2)cc1 (configuration not stated)	-7.1	7.6	5.1	0.1	-2.3	4.4	-1.2	-0.2	0.2	-7.8
C=C1CCN([C@H](C(=O)NCc2cc(OC)c(OC)c(OC)c2)C(C)C)S(=O)(=O)c2ccccc21	4.0	1.4	4.5	-1.8	0.0	5.2	0.3	0.3	-1.4	4.0
Cc1cccc(/C=C2/S/C(=N/N=C3\CC4CCC3(C)C4(C)C)NC2=O)c1 (configuration not stated)	2.2	5.7	0.6	-1.5	0.5	-0.6	-5.5	0.0	-2.4	-8.8
CCCCCCOc1ccc(N2C(=O)CC(N3CCN(CCN=CC4=C(O)CC(C)(C)CC4=O)CC3)C2=O)cc1 (configuration not stated)	-2.7	5.1	5.2	-0.6	-4.0	-8.6	4.7	0.2	-2.1	-1.5

Single records, as listed above:
C=C1CCN([C@H](C(=O)NCc2cc(OC)c(OC)c(OC)c2)C(C)C)S(=O)(=O)c2ccccc21 reads MBD2 DNA inh: 4.0; TCR CD3 inh: 1.4; TDP2 inh: 4.5; UHRF1 MBD2 ctr: -1.8; LEDGF integ inh: 0.0; DDE Tn7 FP inh: 5.2; SIAE primary: 0.3; proKLK7 act: 0.3; PRMT1 FP inh: -1.4; Tn6 DDE FP: 4.0
Cc1ccccc1-n1c(SCC(=O)c2c(N)n(C3CC3)c(=O)[nH]c2=O)nnc1N1CCOCC1 reads MBD2 DNA inh: -4.4; TCR CD3 inh: -5.1; TDP2 inh: 0.3; UHRF1 MBD2 ctr: 0.2; LEDGF integ inh: 0.1; DDE Tn7 FP inh: -4.8; SIAE primary: -0.4; proKLK7 act: -0.1; PRMT1 FP inh: -3.7; Tn6 DDE FP: 5.0
